Bioassay records deposited in PubChem BioAssay by several laboratories.
XIAP antagonists – XIAP antagonists, biochemical, IAP family, fluorescence polarization (AID 1018) | XIAP BIR domain, fluorescence polarization peptide displacement; higher % means a stronger effect | displacement, % at 20 µM; hits with a dose series show IC50 in µM | 0.007% of 200,000 active; in the data active = displacement above about 50%; also: a part of the inactive calls stands beside numbers as strong as those of hits
Yfh1-depleted yeast – enhancers of respiration in Yfh1-depleted yeast, dose response, Friedreich's ataxia, plus single-dose screen (AID 1465). S. cerevisiae Yfh1-off respiration, WST-1 reduction, 72 h; higher fold induction means a stronger effect. fold induction at 50 µM; hits with a dose series show EC50 in µM. 0.074% of 220,000 active;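 active = fold induction of absorbance versus untreated yeast above a set limit, then at least 30% activation at any dose in follow-up; inconclusive = repeats straddling the limit, or above it without dose testing; inactive = fold induction below the set limit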;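 also: activators that raise dye reduction in frataxin-depleted yeast; strong numbers were not always called active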
M1AAP inhibition – P. falciparum M1AAP inhibitors, biochemical, fluorogenic H-Leu-NHMec substrate, 1536-well (AID 1445); one-dose inhibition, % at 30 µM; IC50 in µM for titrated hits; 0.42% of 220,000 active; recombinant M1AAP, H-Leu-NHMec fluorogenic kinetic assay; higher % means a stronger effect;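 active = primary inhibition above the hit cutoff, then over 50% inhibition at one or more dose response concentrations, cut at about 23% in these data, passing the limit was not always enough; inconclusive = conflicting primary data, or primary hits not chosen for dose response; inactive = low primary inhibition, or under 50% at every dose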;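 also: plate controls were DMSO full reaction for no effect and no enzyme background for full effect; strong numbers were not always called active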
human PMI inhibitors – MPI inhibition at elevated mannose 6-phosphate – biochemical, fluorescence intensity, high mannose 6-phosphate, primary screen (AID 1220). inhibition, % at 20 µM; hits with a dose series show IC50 in µM. 0.66% of 190,000 active. recombinant PMI enzyme, coupled fluorescence intensity; higher % means a stronger effect
WT yeast gro inh – growth inhibition of WT yeast, mitochondrial fusion screen; inhibition, % at 10 µM; AID 1362; mitochondrial fusion phenotypic screen, WT strain; 2.1% of 190,000 active; in the data active = inhibition above about 58%; tested in S. cerevisiae
LYP inhibition – inhibitors of LYP phosphatase, biochemical, fluorescence intensity, uHTS (AID 1779); 0.054% of 290,000 active; recombinant LYP phosphatase, fluorescence intensity; higher % means a stronger effect; one-dose inhibition, % at 11.5 µM; IC50 in µM for titrated hits;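 also: plate controls were vehicle with enzyme for no effect and no enzyme for full effect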
P. falciparum M17LAP – P. falciparum M17LAP inhibitors, primary screen, biochemical, fluorogenic H-Leu-NHMec substrate, 1536-well (AID 1619). recombinant M17LAP, H-Leu-NHMec fluorogenic kinetic assay; higher % means a stronger effect. inhibition, % at 30 µM; hits with a dose series show IC50 in µM. 0.38% of 220,000 active;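 active = compound inhibiting the enzyme by more than half at any dose during confirmatory dose-response retesting; inconclusive = strong single-dose inhibitors picked by rank but not retested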;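 also: plate controls were full reaction with DMSO carrier for no effect and no enzyme background for full effect; strong numbers were not always called active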
TNAP activators – human TNAP enzyme activators, primary screen, biochemical, luminescent, no phosphate acceptor, uHTS (AID 1001). purified TNAP, luminescent activation assay, no phosphate acceptor; higher activation fold means a stronger effect. activation fold at 20 µM, or EC50 in µM where a hit was titrated. 0.03% of 200,000 active; in the data active = activation fold from about 3, or a potency from the dose series; inactive = the rest, 99 in 100 with activation fold below about 1.6; also: many of its hits are not listed in these tables
PMI inhibitors – MPI enzyme activity inhibition – biochemical, fluorescence intensity, coupled assay, primary screen (AID 1209); one-dose inhibition, % at 20 µM; IC50 in µM for titrated hits; 0.42% of 190,000 active; purified PMI enzyme, coupled fluorescence intensity; higher % means a stronger effect;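 also: plate controls were DMSO vehicle for no effect and wells lacking substrate for full effect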
WT yeast gro inh mutant strain – also measured in WT yeast gro inh; calls as there; inhibition, %; mitochondrial fusion phenotypic screen, mutant strain inhibition
* hit, by the source's call; i = inactive; ? = inconclusive; / = not tested or not shown. Rule as the data show it, unless noted: active = inhibition above about 50%; inactive = the rest. Not a hit list (roughly 3.7% active in at least one column).

nr | compound | human PMI inhibitors | WT yeast gro inh mutant strain | TNAP activators | M1AAP inhibition | PMI inhibitors
1 | CCC(C)(C)NC(=O)/C=C/c1cc(OC)c(OC)c(S(=O)(=O)N2CCc3ccccc32)c1 | -13% | 8 | 1 | 3% | -20%
2 | CCOC(=O)N1CCN(C(=O)COc2cc(=O)n(C)c3ccccc23)CC1 | 3% | 19 | 1.1 | 2% | 7%
3 | O=C(O)c1cc(=O)c2cc(Cl)ccc2o1 | 5% | 13 | 1.1 | -2% | 7%
4 | CN1CCC(OC(=O)COc2ccc(Br)cc2)CC1 | -5% | 1 | 1 | 7% | -6%
5 | N=C1/C(=C\c2coc3ccccc3c2=O)C(=O)N=C2SC=CN12 | / | / | / | 52% | /
6 | CCOC(=O)c1cccc(NC(=O)CSc2nnc(COc3ccccc3)n2CC)c1 | 10% | -4 | 1.1 | 8% | 9%
7 | O=C(CCNS(=O)(=O)c1cccs1)Nc1nccs1 | -5% | -13 | 1 | 5% | -14%
8 | Cn1c(=O)oc2cc(S(=O)(=O)NCCC(=O)Nc3ccc4c(c3)OCCO4)ccc21 | 6% | -18 | 1.1 | 7% | 7%
9 | O=C(Cn1c(-c2ccccc2)c[n+]2ccsc12)c1ccccc1 | -12% | -5 | 1.1 | 2% | -21%
10 | CCOC(=O)c1ccc(NC(=O)CSc2nnc(Cn3c(=O)sc4ccccc43)n2C)cc1 | 11% | 2 | 1.1 | 14% | 8%

nr | WT yeast gro inh | XIAP antagonists | LYP inhibition | P. falciparum M17LAP | Yfh1-depleted yeast
1 | 7 | -6.5% | 0% | 4% | i
2 | 18 | -4.4% | -1% | -17% | i
3 | 9 | -1.8% | -1% | 4% | i
4 | 5 | -3.2% | 2% | 6% | i
5 | / | / | 5% | -1% | i
6 | -1 | -0.4% | 1% | 3% | i
7 | 5 | -5.2% | -7% | 0% | i
8 | -8 | -2.2% | 0% | 5% | i
9 | -4 | -1.2% | -5% | 3% | i
10 | 9 | -1.4% | 0% | 6% | /

The list continues.
nr | compound | human PMI inhibitors | WT yeast gro inh mutant strain | TNAP activators | M1AAP inhibition | PMI inhibitors
11 | Cc1c(NS(=O)(=O)c2cccc(C(=O)OCC(=O)N(C)C3CCCCC3)c2)c(=O)n(-c2ccccc2)n1C | 5% | 6 | 1 | 1% | 8%
12 | Cc1[nH]nc2c1C(c1cccs1)C1=C(CCCC1=O)N2 (stereo not given) | 3% | 1 | 1.1 | 9% | 5%
13 | CC(C)CC1NC(=O)N(CC(=O)N2CCCc3ccccc32)C1=O (stereo not given) | -6% | 5 | 1 | 5% | -7%
14 | CC(C)NC(=O)CN(Cc1ccccc1)S(=O)(=O)c1ccccc1 | 3% | 3 | 1.1 | -3% | 3%
15 | Cc1cc2c(n1-c1ccc(C(N)=O)cc1)CC(C)(C)CC2=O | -2% | -8 | 1.1 | 4% | -15%
16 | COC(=O)c1c(NC(=O)Cc2ccccc2)sc(C)c1C | 2% | -6 | 1.1 | 0% | 9%
17 | Cc1ccc(C(=O)C(NC(=O)c2ccco2)Nc2sc3c(c2C(N)=O)CCCC3)cc1 (stereo not given) | 27% | -20 | 1 | 11% | 4%
18 | CNC(=O)NC(=O)Cn1nc2n(c1=O)-c1ccccc1SC2 | / | / | / | -2% | /
19 | COc1cc(C(=O)Nc2ccncc2)c([N+](=O)[O-])cc1OC | / | / | / | 3% | /
20 | CCOC(=O)N1CCC(n2c(SCC(=O)Nc3ccccc3OC)nc3ccccc3c2=O)CC1 | 17% | -6 | 1.1 | 0% | 26%

nr | WT yeast gro inh | XIAP antagonists | LYP inhibition | P. falciparum M17LAP | Yfh1-depleted yeast
11 | -9 | -5.9% | 4% | 13% | i
12 | -11 | -6.3% | 0% | 23% | i
13 | -7 | -8.4% | -4% | -8% | i
14 | -13 | -3.8% | -4% | -11% | i
15 | -7 | -0.8% | -2% | 5% | i
16 | -8 | -2.8% | -3% | 7% | i
17 | -1 | -6.4% | 3% | 8% | i
18 | / | / | 0% | 2% | i
19 | / | / | -7% | 0% | i
20 | 32 | -4.1% | 5% | 3% | i

Later entries.
nr | compound | human PMI inhibitors | WT yeast gro inh mutant strain | TNAP activators | M1AAP inhibition | PMI inhibitors
21 | COc1ccc(CN(C)CC(=O)NC(C)c2ccccc2)c(OC)c1 (stereo not given) | -1% | 2 | 1 | -1% | -6%
22 | O=C(Oc1ccccc1C(=O)Oc1ccccc1)c1cccnc1 | 0% | -4 | 1.1 | 0% | 2%
23 | CCn1c(-c2cccc(Br)c2)n[nH]c1=S | -6% | 24 | 0.7 | 9% | 2%
24 | Clc1ccc2c(c1)-c1[nH]ncc1CS2 | / | / | / | 7% | /
25 | CN(Cc1cccs1)C(=O)COc1ccc(-c2nnco2)cc1 | -3% | 7 | 1.1 | -5% | -4%
26 | CN(Cc1cccs1)C(=O)CCCc1c[nH]c2ccccc12 | -4% | 15 | 1.1 | 1% | -5%
27 | CCCCCCCCS(=O)c1sc2nc(C)cc(C)c2c1N (stereo not given) | -91% | -1 | 1.1 | 7% | -57%
28 | COc1ccc(/C=N/NC(=O)c2ccc(COc3cccc4cccnc34)cc2)cc1OC | -3% | 10 | 1.1 | 3% | 1%
29 | CC(Cc1cccs1)NC(=O)c1cccs1 (stereo not given) | 4% | -5 | 1.1 | -2% | 0%
30 | O=C(Nc1ccc(N2CCOCC2)nc1)c1ccc(Cl)cc1 | 3% | 6 | 1 | 2% | 3%

nr | WT yeast gro inh | XIAP antagonists | LYP inhibition | P. falciparum M17LAP | Yfh1-depleted yeast
21 | -5 | -3.0% | -6% | -1% | i
22 | 23 | 0.1% | 2% | 1% | i
23 | 14 | 0.4% | 0% | 17% | i
24 | / | / | -4% | 3% | i
25 | 0 | 0.0% | -4% | 13% | i
26 | 3 | -12% | 1% | -1% | i
27 | -3 | 1.7% | -4% | -24% | i
28 | -7 | -4.9% | 2% | 4% | i
29 | 16 | -5.3% | -7% | -5% | i
30 | 4 | -7.4% | -1% | -10% | i

As a working copy, part of the list above.
nr | compound | human PMI inhibitors | WT yeast gro inh mutant strain | TNAP activators | M1AAP inhibition | PMI inhibitors
26 | CN(Cc1cccs1)C(=O)CCCc1c[nH]c2ccccc12 | -4% | 15 | 1.1 | 1% | -5%
27 | CCCCCCCCS(=O)c1sc2nc(C)cc(C)c2c1N (stereo not given) | -91% | -1 | 1.1 | 7% | -57%
28 | COc1ccc(/C=N/NC(=O)c2ccc(COc3cccc4cccnc34)cc2)cc1OC | -3% | 10 | 1.1 | 3% | 1%
29 | CC(Cc1cccs1)NC(=O)c1cccs1 (stereo not given) | 4% | -5 | 1.1 | -2% | 0%
30 | O=C(Nc1ccc(N2CCOCC2)nc1)c1ccc(Cl)cc1 | 3% | 6 | 1 | 2% | 3%

nr | WT yeast gro inh | XIAP antagonists | LYP inhibition | P. falciparum M17LAP | Yfh1-depleted yeast
26 | 3 | -12% | 1% | -1% | i
27 | -3 | 1.7% | -4% | -24% | i
28 | -7 | -4.9% | 2% | 4% | i
29 | 16 | -5.3% | -7% | -5% | i
30 | 4 | -7.4% | -1% | -10% | i

Following part:
nr | compound | human PMI inhibitors | WT yeast gro inh mutant strain | TNAP activators | M1AAP inhibition | PMI inhibitors
31 | Cc1ccc2c(C)nc(N/C(N)=N/S(=O)(=O)c3ccc([N+](=O)[O-])cc3)nc2c1 | -4% | -9 | 1.1 | -6% | -4%
32 | CCC(=O)Nc1c(OC(=O)CC)ccc2c(C)cc(=O)oc12 | -11% | 1 | 1.1 | 22% | -12%
33 | Oc1ccc(NCc2ccccc2OCc2ccccc2)cc1 | 48% | -18 | 1.1 | ? | 21%
34 | CC(C)Sc1nc(N2CCCC2)c2c(c1C#N)CC(C)(C)OC2 | 4% | 51 | 1.1 | 12% | 3%
35 | CCOc1cccc(=O)c2c(C)n(C)c(C)c12 | 25% | -7 | 1 | 8% | -10%
36 | Cc1cccc(-c2nnc(SCC(=O)NCc3ccc4c(c3)OCO4)n2C)c1 | -10% | -5 | 1.1 | 5% | -2%
37 | NS(=O)(=O)c1ccc(NC(=O)COC(=O)CCc2ccccc2)cc1 | / | / | / | 6% | /
38 | COc1ccc2[nH]c(=O)c(CN(Cc3cccs3)C(=S)Nc3ccccc3)cc2c1 | 14% | 30 | 1 | 8% | 23%
39 | COC(=O)c1ccc(CSc2nnc3nc(C)cc(C)n23)cc1 | -11% | -13 | 1.1 | -2% | 2%
40 | O=C(Cc1c[nH]c2ccccc12)NCc1ccccc1F | 7% | -3 | 1.1 | 6% | -6%

nr | WT yeast gro inh | XIAP antagonists | LYP inhibition | P. falciparum M17LAP | Yfh1-depleted yeast
31 | 9 | -0.2% | -1% | 2% | i
32 | -3 | -4.1% | 2% | -102% | i
33 | 4 | 3.6% | -7% | 19% | i
34 | 26 | -4.8% | -1% | 11% | i
35 | -6 | 20% | -6% | 3% | i
36 | 0 | 0.0% | -4% | 10% | i
37 | / | / | -7% | 3% | i
38 | 16 | -6.9% | -6% | 3% | i
39 | -10 | -4.0% | -6% | -1% | i
40 | -15 | -1.3% | 0% | 5% | i

(cont.)
nr | compound | human PMI inhibitors | WT yeast gro inh mutant strain | TNAP activators | M1AAP inhibition | PMI inhibitors
41 | O=C(NC1CCCCC1)N1CCCC(c2nc3ccccc3[nH]2)C1 (stereo not given) | 5% | 0 | 1.1 | 0% | 11%
42 | CN(C)CC(c1ccccc1)c1ccccc1 | / | / | / | -4% | /
43 | CCN(CC(=O)N1CCc2ccccc2C1)S(=O)(=O)c1ccc2ccccc2c1 | 6% | 9 | 1.2 | 2% | 5%
44 | Cc1ccc(S(=O)(=O)Oc2ccc(/C=C(/NC(=O)c3ccccc3)C(=O)NCC(=O)O)cc2)cc1 | -1% | -10 | 1.1 | 9% | 2%
45 | COc1ccc(C2(C(=O)NC3CCCCC3)CCOCC2)cc1OC | -7% | 1 | 1.1 | 8% | -3%
46 | COc1ccc(-n2c(SCC(=O)NCc3cccs3)nc3[nH]ncc3c2=O)cc1 | 6% | -16 | 1.1 | 9% | -2%
47 | CCCCCN(C(=O)CN1CCC(Cc2ccccc2)CC1)c1c(N)n(CCCC)c(=O)[nH]c1=O | -13% | 0 | 1.6 | -2% | -4%

nr | WT yeast gro inh | XIAP antagonists | LYP inhibition | P. falciparum M17LAP | Yfh1-depleted yeast
41 | -8 | -4.6% | -11% | 2% | i
42 | / | / | -6% | 2% | i
43 | 8 | -5.1% | -4% | -6% | i
44 | -18 | -5.5% | -7% | 37% | i
45 | 13 | -23% | -2% | 7% | i
46 | -3 | 0.2% | -7% | 6% | i
47 | 7 | -6.5% | -7% | -1% | i

Record cards, from the list above. Order of screens: human PMI inhibitors, WT yeast gro inh mutant strain, TNAP activators, M1AAP inhibition, PMI inhibitors, WT yeast gro inh, XIAP antagonists, LYP inhibition, P. falciparum M17LAP, Yfh1-depleted yeast
Cc1ccc(S(=O)(=O)Oc2ccc(/C=C(/NC(=O)c3ccccc3)C(=O)NCC(=O)O)cc2)cc1 as listed: -1%, -10, 1.1, 9%, 2%, -18, -5.5%, -7%, 37%, i
CCN(CC(=O)N1CCc2ccccc2C1)S(=O)(=O)c1ccc2ccccc2c1 as listed: 6%, 9, 1.2, 2%, 5%, 8, -5.1%, -4%, -6%, i
